Hep lipid drop = inhibitors of hepatocyte lipid droplet formation, primary screen, imaging, high-throughput imaging, BODIPY stain; AML12 mouse hepatocytes, oleate lipid droplets; inhibition, % at 6.5 µM; 240,000 compounds, 0.4% hits;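 active = lipid droplet intensity inhibited by at least 50%, with more than 500 cells counted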
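Technique: fluorescence imaging, 20x objective, two fields per well / Assay system: AML12 hepatocytes (mouse) / Measure: % inhibition of lipid droplet signal / Doses: 6.5 µM single-point dosing / Incubation: overnight exposure / Reagent: 100 µM oleic acid challenge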
PMI inhibition = human PMI inhibitors, high substrate, primary screen, biochemical, fluorescence intensity, high mannose 6-phosphate (AID 1220); recombinant PMI enzyme, coupled fluorescence intensity; higher % means a stronger effect; one-dose inhibition, % at 20 µM; IC50 in µM for titrated hits; 190,000 compounds, 0.66% hits
b-catenin transl = modulators of beta-catenin nuclear translocation, primary screen, imaging, HeLa cells, immunofluorescence, high-content | AID 1665, 2009 | nuclear translocation activity, % at 5 µM | 190,000 compounds, 0.3% hits;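 active = nuclear translocation activity above 50% at 5 µM, with a well cell count of 50 or more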;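 also: per-cell ratio of nuclear to cytoplasmic median beta-catenin stain intensity; plate controls were DMSO negative control for no effect and GSK-3 inhibitor IX positive control for full effect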
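Signal – beta-catenin immunofluorescence imaging with DAPI · Test system – human HeLa cell line · Dosing – 5 µM primary single dose, 0.1% DMSO, 0.02–20 µM confirmation series · Measure – % activation, nuclear-to-cytoplasmic median beta-catenin signal ratio per cell · Incubation – 24 h compound exposure at 37°C, 5% CO2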
MT stabilizer = microtubule stabilizers in HeLa cells, primary screen, imaging, high-content imaging; % tubulin-high responders, % at 10 µM; HeLa tubulin immunostaining HCS, 24 h; share of cells brighter than vehicle mean+2SD; 200,000 compounds, 0.83% hits;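 active = plate Z-score above 3 for both tubulin-high and condensed-nucleus cell shares, with cell loss under 80%, at 10 µM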;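 also: anti alpha tubulin signal scored within the nucleus-defined area of each cell; some results filed as inactive read as strong as hits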
Insulin prom up = insulin promoter activators in MIN6 cells, imaging, high-content screening, mouse beta cells | 190,000 compounds, 0.3% hits | MIN6 insulin promoter-GFP reporter; stronger effect = higher value | z-score at 5 µM;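 active = z-score above 3 at 5 µM with at least 500 cells counted in the well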
Autophagy HCS = autophagy modulators in MEF cells, primary screen, imaging, high-content, MEF GFP-LC3; MEF GFP-LC3 puncta imaging; test concentration mostly 10 µM; calls only at 10 µM (by protocol); 190,000 compounds, 0.98% hits;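 active = percentage of spot-positive cells more than 3 SD above its plate mean, without a fluorescence outlier flag or 80% toxicity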;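 also: spot-positive cell cutoff set from DMSO-treated cells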
T cell HTS = modulators of CD8 T cell-vesicle binding, primary screen, mouse 2C CD8+ T cells, flow cytometry. 2C CD8+ T cell-vesicle binding; stronger effect = lower value. calls only at 7 µM. 330,000 compounds, 0.068% hits. AID 2052, 2009;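 active = response, share of CD8 T cells binding vesicles, and their 90th percentile fluorescence all below set limits, cut at about 80% in these data, passing the limit was not always enough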
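System: murine 2C transgenic CD8+ T lymphocytes; also added: QL9-loaded Drosophila micro-vesicles; times: binding 1.5 h at 37 °C; measured by: flow cytometry, PE anti-B7-1 (FL2) versus Alexa647 anti-CD8 (FL8), PFA-fixed; control set: Peptide-free naked vesicles (low) and QL9 vesicles with 0.7% DMSO vehicle (high)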
TNAP activators = human TNAP enzyme activators, primary screen, biochemical, luminescent, no phosphate acceptor, uHTS (AID 1001). Alkaline phosphatase, tissue-nonspecific isozyme (Homo sapiens). purified TNAP, luminescent activation assay, no phosphate acceptor; higher activation fold means a stronger effect. activation fold at 20 µM; hits with a dose series show EC50 in µM. 200,000 compounds, 0.03% hits; in the data active = activation fold from about 3, or a potency from the dose series; inactive = the rest, 99 in 100 with activation fold below about 1.6; also: many of its hits are not listed in these tables
human PMI inhibition = inhibitors of human PMI, primary screen, biochemical, fluorescence intensity, coupled assay (AID 1209). Mannose-6-phosphate isomerase (Homo sapiens). purified PMI enzyme, coupled fluorescence intensity; higher % means a stronger effect. one-dose inhibition, % at 20 µM; IC50 in µM for titrated hits. 190,000 compounds, 0.42% hits;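 also: plate controls were DMSO vehicle for no effect and wells lacking substrate for full effect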
Insulin prom up cell count = also measured in Insulin prom up; calls as there; cell count; measured here: cytotoxicity, nuclei count;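 total cells summed across four imaged fields per well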
Hep lipid drop cells 6.5 µM = second read-out of Hep lipid drop, no call of its own (marks repeat the call); cell count; measured here: cell count, cytotoxicity flag;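 cells counted across two imaged fields per well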
b-catenin transl cell count 5 µM = also measured in b-catenin transl; calls as there; cell count; measured here: cell count, cytotoxicity flag
T cell HTS vesicle-bound % = recorded beside T cell HTS, whose call it bears; double positive events, %; measured here: CD8+ vesicle-bound cell fraction;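 binding gate set so that unloaded-vesicle control wells show 10% double positive cells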
MT stabilizer Hoechst-high % = recorded beside MT stabilizer, whose call it bears; % Hoechst-high responders; measured here: nuclear condensation Hoechst responders;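 share of cells brighter than vehicle mean plus two SD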
MT stabilizer cytotoxicity % = second read-out of MT stabilizer, no call of its own (marks repeat the call); toxicity, %; measured here: cytotoxicity by cell density;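 0% = mean cell density of plate MIN control wells and 100% = no cells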
Autophagy HCS cell loss 18 h = further read-out of Autophagy HCS, marked with its call; toxicity, %; measured here: cell loss, nuclei count;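 cell loss after 18 h compound exposure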
Active calls of the source: *; i = inactive; nt = not tested or not shown. Rule as the data show it, unless noted: active = inhibition above about 50%; inactive = the rest.

entry	canonical_smiles	Hep lipid drop	Hep lipid drop cells 6.5 µM	PMI inhibition	b-catenin transl	b-catenin transl cell count 5 µM	MT stabilizer	MT stabilizer Hoechst-high %	MT stabilizer cytotoxicity %	Insulin prom up	Insulin prom up cell count	Autophagy HCS	Autophagy HCS cell loss 18 h	T cell HTS	T cell HTS vesicle-bound %	TNAP activators	human PMI inhibition
1	CS(=O)(=O)N1CCN(C(=O)c2cc(-c3ccncc3)nc3ccc(Cl)cc23)CC1	-10.6	737	14.5%	0.0	1197	2.2	2.2	30.6	0.73	1179	i	3.0	i	39.4	1	14.2%
2	c1ccc(-c2ccc(-c3ccccn3)s2)nc1	0.5	755	nt	1.3	1284	nt	nt	nt	0.02	1103	nt	nt	i	32.2	nt	nt
3	COc1ccc(CCC(N)=O)cc1OC	-8.4	730	-4.6%	-5.3	1207	1.4	1.6	10.7	-0.41	934	i	-5.8	i	17.9	1.1	-2.5%
4	c1cc(-c2nn[nH]n2)ccc1CN1CCCCC1	4.0	696	6.4%	-0.2	1003	5.7	4.9	2.2	0.33	1792	i	-0.4	i	7.6	1	1.9%
5	CCOC(=O)c1ccc(NC(=S)Nc2ccc3[nH]c(=O)[nH]c3c2)cc1	-15.9	697	nt	-2.0	1149	nt	nt	nt	-0.06	1440	nt	nt	i	31.6	nt	nt
6	O=C1c2ccccc2C(Nc2cccnc2)N1Cc1ccccc1Cl (stereo not given)	-13.3	628	12.5%	-1.4	1061	3.1	1.7	4.2	0.78	1702	i	12.7	i	20.4	1	12.5%
7	Cc1nnc(N(C)C(=O)c2ccc3c(c2)OCO3)s1	9.6	689	0.8%	1.5	1012	2.8	1.7	9.4	-0.03	1429	i	24.5	i	33.5	1.1	4.2%
8	COc1cccc(C(c2c(NC(=O)c3ccccc3)sc(C)c2C)N2CCN(C)CC2)c1 (stereo not given)	17.8	634	2.5%	2.4	1023	3.6	3.1	7.5	-1.46	1179	i	3.0	i	45.8	1	10.2%
9	Cc1cc(C)c2c(c1)/C(=N/Nc1ccc(S(N)(=O)=O)cc1[N+](=O)[O-])CCC2	-3.2	697	3.6%	1.3	1477	3.9	2.1	12.2	-0.36	1419	i	2.1	i	28.9	0.8	8.6%
10	NC(=O)C1=C[C@H](c2ccc3c(c2)OCO3)C[C@H](OCc2ccc(CO)cc2)O1	-34.5	653	59.9%*	-1.3	1151	3.0	2.2	5.7	0.33	1327	i	7.5	i	26.6	1.1	25.8%
11	CCCc1cc(=O)[nH]c(SCC(=O)c2cc(C)n(CCOC)c2C)n1	nt	nt	3.5%	-4.6	1115	1.6	2.0	10.5	-0.62	1300	i	22.9	i	18.2	1.2	1.1%
12	COc1cc(/C=C/c2noc(-c3ccccc3O)n2)cc(OC)c1OC	-4.5	563	1.7%	0.0	916	2.6	1.8	9.7	0.03	1280	i	-21.2	i	32.3	1.1	-9.1%
13	O=c1c(Br)c(NCc2ccccc2)cnn1-c1ccc(F)cc1	16.3	699	10.0%	-5.4	1104	3.0	1.9	0.3	-0.58	1504	i	19.7	i	3.7	1.1	-0.1%
14	Cc1ccc(SCCNC(=O)c2ccccc2C)cc1	9.9	805	-1.1%	-11.2	1252	2.7	2.5	6.5	nt	nt	i	-1.0	i	39.7	1.1	-0.8%
15	CCNC(=O)CSc1nnc(-c2cccs2)o1	10.8	662	6.8%	-2.3	1077	2.2	2.7	14.3	-0.22	1367	i	-18.2	i	56.0	1	9.2%
16	O=C(N(c1ccccn1)c1ccccn1)C12CC3CC(CC(C3)C1)C2	5.8	697	-5.5%	-2.6	1114	1.6	1.9	2.4	0.03	1200	i	2.3	i	34.8	1.1	-5.1%
17	COc1ccc(CCNC(=O)CCNS(=O)(=O)c2cccc3nonc23)cc1OC	9.0	774	6.0%	-11.0	1145	1.2	1.8	6.8	nt	nt	i	-8.2	nt	nt	1	4.7%
18	O=C(CSc1nc2ccccc2s1)Nc1cc(S(=O)(=O)N2CCOCC2)ccc1O	-6.1	610	-22.4%	-0.5	1054	5.7	1.5	13.1	0.78	1418	i	11.4	i	49.6	1.4	-15.8%
19	Cn1c(Cl)c(/C=N/OC(=O)c2cccc(Cl)c2)c2ccccc21	nt	nt	5.6%	-8.3	957	5.8	1.6	0.2	1.72	1541	i	-50.8	i	43.9	1.1	13.3%
20	CCC(=O)N1CCc2cc(OC)c(OC)cc2C1COc1ccc(OC)cc1 (stereo not given)	2.1	700	0.9%	-0.3	1051	2.4	3.0	8.9	0.32	1328	i	11.8	i	25.2	1.1	0.8%
21	CC1CCN(C(=O)c2ccc(CSc3ccc(Cl)cc3)cc2)CC1	5.1	617	3.6%	-3.0	1175	3.2	1.8	4.5	0.01	1447	i	4.5	i	48.2	1	6.4%
22	CCOc1ccc(NC(=S)N(CCN2CCOCC2)Cc2cc3cc4c(cc3[nH]c2=O)OCO4)cc1	-13.2	719	61.3%*	1.4	979	3.0	2.5	2.8	0.4	1370	i	12.3	i	18.3	1	35.5%
23	N=C1SCC(=O)N1c1ncc(Cc2ccc(F)cc2)s1	9.5	678	nt	-0.5	1596	1.7	0.9	4.6	nt	nt	i	0.8	i	18.7	1.6	nt
24	COC(=O)COc1ccc(S(=O)(=O)Nc2ccc3c(c2)OCO3)cc1	0.1	776	6.7%	-0.6	895	1.4	1.5	7.9	0.76	1224	i	1.8	i	45.5	1.1	16.4%
25	CCCCc1c(O)c2ccccc2n(CCCC)c1=O	20.2	720	5.1%	nt	nt	1.1	1.8	4.0	0.04	1186	i	10.2	i	42.9	1.1	0.3%
26	CC(=O)C1=C(O)C=C(c2ccco2)CC1c1ccco1 (stereo not given)	nt	nt	-0.2%	-0.2	1318	7.0	3.2	5.9	-0.28	1518	i	12.6	i	44.3	1	-10.4%
27	Cc1ncccc1C(=O)N1CCCC(CNC(=O)c2ccc(-c3ccccc3)cc2)C1 (stereo not given)	-14.8	698	-24.2%	0.6	1017	1.4	2.4	10.1	nt	nt	i	1.4	i	51.3	1.2	-17.3%
28	O=C(CCC1CCCCC1)NC1=NCCS1	11.5	644	4.2%	nt	nt	0.9	3.5	6.2	-0.41	1279	i	-4.9	i	47.6	1	-0.6%
29	COc1ccc(/C(N)=N/O)cc1O	22.7	577	-2.7%	-1.4	547	2.6	2.7	6.4	-0.12	1229	i	2.8	i	44.4	1.1	-4.1%
30	COc1ccc(-c2cc(C(F)F)n3ncc(C(=O)N4CCSCC4)c3n2)cc1	21.4	723	8.0%	nt	nt	3.3	3.1	51.5	nt	nt	i	7.7	i	39.9	1.1	12.2%
31	Cc1onc(-c2ccccc2Cl)c1C(=O)NCc1ccco1	nt	nt	19.1%	3.8	1082	3.3	1.5	6.0	-0.5	1221	i	12.1	i	17.9	1	2.1%
32	CCN(CC)C(=O)COC(=O)c1ccc(C)c(NC(=O)c2ccco2)c1	-15.6	723	-8.0%	-1.9	1171	3.1	2.2	8.2	0.16	1185	i	-4.7	i	23.3	1	-19.2%
33	OCCC1CN(Cc2cccn2-c2nccs2)CCN1C1CCCCC1 (stereo not given)	-4.9	736	0.9%	0.6	1143	4.5	2.5	8.0	-0.54	1457	i	14.2	i	61.7	1.1	6.8%
34	O=C(/C=C/c1ccc(F)cc1)N1CCCN(C(=O)/C=C/c2ccc(F)cc2)CC1	-2.5	549	-2.2%	0.9	1129	3.7	1.9	5.9	-0.62	1367	i	16.6	i	56.8	1.1	4.7%
35	Cc1ccc(NC(=O)CCN2C(=O)OC(C)(C)C2(C)O)cc1 (stereo not given)	5.5	672	0.1%	0.6	1055	2.0	1.7	1.6	-0.17	1140	i	-3.9	i	19.8	1.1	6.6%
36	Cc1cccc(C(=O)NC2CC3CCCC(C2)N3C(=O)NC2CCCCC2)c1 (stereo not given)	nt	nt	-1.4%	-9.7	1061	3.3	1.5	8.2	-1.51	1100	i	2.9	i	23.8	1	-5.3%
37	Cc1scc(C(=O)Nc2ccon2)c1-c1ccccc1	-16.1	816	1.5%	-0.5	1150	4.1	2.4	3.4	-0.63	1156	i	13.7	i	39.9	1.1	7.4%
38	COC(=O)c1ccc(Cl)c(S(=O)(=O)N2CCCC2)c1	23.0	664	-9.8%	-3.1	1032	3.2	1.7	8.6	0.23	1496	i	7.9	i	44.7	1.1	-12.4%
39	COc1ccc(NC(=O)/C=C/c2ccc(OC)c(OC)c2)cn1	0.5	704	-7.0%	2.3	945	1.8	1.1	1.0	-0.48	1332	i	-15.0	i	28.0	1	-4.6%
40	Cc1ccc2c(NC(=O)C3CC3)cccc2n1	nt	nt	-2.3%	-10.5	1015	4.0	3.1	3.9	-0.97	1514	i	22.5	i	33.8	1.2	-8.0%
41	COC(=O)[C@H](C)NC(=O)Nc1cc(Cl)ccc1C	3.0	825	-4.4%	0.3	1007	4.2	2.0	1.5	nt	nt	i	6.4	i	30.9	1	-1.7%

PMI inhibition: hit marks shown above.
cpd	smiles	PMI inhibition	MT stabilizer Hoechst-high %	T cell HTS	T cell HTS vesicle-bound %	TNAP activators	human PMI inhibition
10	NC(=O)C1=C[C@H](c2ccc3c(c2)OCO3)C[C@H](OCc2ccc(CO)cc2)O1	59.9%*	2.2	i	26.6	1.1	25.8%
22	CCOc1ccc(NC(=S)N(CCN2CCOCC2)Cc2cc3cc4c(cc3[nH]c2=O)OCO4)cc1	61.3%*	2.5	i	18.3	1	35.5%
